Growth percent in the NCI-60 one-dose screen (48 h, 10 µM unless noted): 100 = growth as untreated, 0 = no growth, -100 = all killed.
OVCAR-4: OVCAR-4 ovarian cancer cells; hit rate 3.7% among 80,000; AID 1794784
OVCAR-5: OVCAR-5 ovarian cancer | hit rate 2.9% among 82,000 | AID 1794783
DU-145: DU-145 prostate cancer; hit rate 4.2% among 81,000
PC-3: PC-3 prostate cancer cells | hit rate 3.9% among 80,000
U251: U251 CNS tumor cells; AID 1794753; hit rate 5.4% among 80,000
SK-OV-3: SK-OV-3 ovarian cancer cells; hit rate 3.2% among 80,000
OVCAR-3: OVCAR-3 ovarian cancer. hit rate 7% among 79,000. AID 1794787
OVCAR-8: OVCAR-8 ovarian cancer; hit rate 4.4% among 81,000
SF-295: SF-295 CNS cancer cells | hit rate 5.6% among 79,000
Active calls of the source: *; nt = not tested or not shown; & = joins results of further samples; [ ] = dose if it differs, or a comment. Rule for the calls: active = growth percent below 10; inactive = the rest.

SMILES	OVCAR-4	OVCAR-5	DU-145	PC-3	U251	SK-OV-3	OVCAR-3	OVCAR-8	SF-295
Clc1ccc(-c2nc3ccc(/C(=N\N=C\c4ccccc4)c4ccccc4)cc3[nH]2)cc1	78	86	93	62	88	91	nt	86	81
CN(C)CCN1CCN(C)CC1	101	94	110	92	105	102	113	99	104
CCN(CC)CCOC(COc1cc(C)cc(C)c1)COc1cc(C)cc(C)c1	51	56	48	34	33	67	58	59	49
COc1cc(C2C(C(=O)c3ccccc3)=C(C)Nc3nc4ccccc4n32)cc(OC)c1OC (stereo not given)	96	105	107	90	82	88	130	89	82
CC[C@@]12C[C@]1(C(=O)OC)C(=O)N1CCc3c([nH]c4ccccc34)[C@H]12	109	110	109	90	101	106	111	99	nt
Nc1ccccc1C(=O)NC1=NC=S1[N+](=O)[O-] (stereo not given)	100	100	109	103	104	96	109	101	106
CC1=NN(c2ccc(S(=O)(=O)O)cc2)C(=O)C1N=Nc1ccc(C)c(S(=O)(=O)Nc2ccccc2)c1 (stereo not given)	107	91	108	98	103	98	99	104	122
Cc1nn2c(-c3nc4cc(Cl)c(Cl)cc4[nH]3)c(-c3ccc(F)cc3)nc2s1	-60*	24	53	25	11	-73*	-13*	8.2*	nt
CC(CC1=N[C@@H]2c3ccccc3C[C@@H]2O1)(C1=N[C@@H]2c3ccccc3C[C@@H]2O1)C1=N[C@H]2c3ccccc3C[C@H]2O1 (stereo not given in full)	88	97	98	73	90	106	99	95	88
COc1cc(/C=C\c2c(-c3ccc(F)cc3)nc3sc(C)cn23)cc(OC)c1OC	57	87	95	45	74	92	57	89	85
N#Cc1ncc(-c2cc(F)ccc2F)c(NC2CCCCCC2)n1	80	99	98	61	10.0*	92	103	88	69
CSc1nc2nc3c(c(-c4ccc(Cl)cc4)c2c(=O)[nH]1)CCC/C3=C\c1ccc(Cl)cc1	142	109	114	97	103	99	116	102	106
O=S(=O)(O)c1ccc(O)c2cc(Nc3ccccc3)ccc12	120	116	110	94	103	106	100	99	112
NC(CCC(=O)O)CC(=O)O (stereo not given)	110	120	106	100	104	105	107	117	110
OCC[C@H]1C[C@@H]1/C=C/c1ccc(F)cc1	102	100	105	97	96	100	109	110	97
CCCCCCCCCCCCCCCCCCO	123	125	116	96	117	108	113	113	109
Nc1c(Cl)cc([N+](=O)[O-])cc1Br	102	103	105	96	101	110	102	94	74
c1cc(CNC23CC4CC(CC(C4)C2)C3)cc(C[N+](Cc2cccc(CNC34CC5CC(CC(C5)C3)C4)c2)(Cc2cccc(CNC34CC5CC(CC(C5)C3)C4)c2)Cc2cccc(CNC34CC5CC(CC(C5)C3)C4)c2)c1 (stereo not given)	30[42 µM]	7.8*[42 µM]	-4.1*[42 µM]	43[42 µM]	12[42 µM]	62[42 µM]	-27*[42 µM]	7.2*[42 µM]	54[42 µM]
CC(=O)OCCO	100	102	110	104	nt	113	110	101	nt
COc1ccccc1N1CCN(c2ncnc3cc[nH]c23)CC1	74	110	105	56	77	87	93	50	65
O=C1N[C@H](C(=O)NCc2ccc(Cl)cc2Cl)C/C1=N/O	103	97	106	91	93	70	106	96	101
O=S(=O)(O)c1cccc2c(O)cccc12	nt	111	115	90	106	113	114	100	113
CN(C)S(=O)(=O)c1ccc(Cl)cc1	110	111	107	93	93	108	104	99	100
CC[C@H](Nc1ncnc2nc[nH]c12)c1nc(CCCCCC(=O)OC)c2ccccc2n1	103	105	105	73	90	92	96	88	97
CCOC(=O)/C=C/c1c2c(c(OC)c3c1OCO3)[C@H]([C@H]1OC(=O)c3c1ccc(OC)c3OC)N(C)CC2	98	101	104	58	79	111	107	100	101
O=C(C(=O)N1CCOCC1)c1ccc(O[C@H]2O[C@H](CO)[C@@H](O)[C@H](O)[C@@H]2O)cc1	105	99	122	89	104	106	121	109	107
C/C(=N\OC(=O)Nc1ccccc1)c1ccccc1	93	98	97	99	90	115	108	106	nt
Cc1ccc(/C(CSc2nc3[nH]c(=O)n(C)c(=O)c3[nH]2)=N\O)cc1	103	102	107	107	95	nt	104	101	108
C=C(C[C@](O)(C(=O)/C=C/c1ccc(Cl)cc1)C(=O)OC)c1ccccc1	84	105	97	65	29	96	62	50	99
Clc1ccc(Nc2nc(Nc3ccccc3)nc(Nc3ccc(-c4cc(-c5ccc(Cl)cc5)on4)cc3)n2)cc1	65	87	33	46	48	91	72	39	54
O=C(O)c1cn(C2CC2)c2cc(N3CCN(Cn4nc(-c5ccncc5)n(-c5ccccc5)c4=S)CC3)c(F)cc2c1=O	105	105	108	98	98	nt	111	98	99
COC(=O)c1ccc2c(c1)[n+](=O)c(C(=O)OC)c(C)n2[O-]	81	113	110	70	99	96	111	88	96
Nc1ccc(Nc2nccc(-c3ccc(Cl)cc3)n2)cc1	90	98	83	94	nt	112	98	89	96
CC(C)(C)n1cc(-c2ccnc(NCCNS(=O)(=O)c3ccc(Br)cc3)c2)c(-c2cccc(O)c2)n1	43	47	50	25	22	53	39	36	32
CCOC(=O)N1CCN(CCCCl)CC1	109	93	115	102	96	126	119	99	99
COc1cc(NC(=O)CCSc2nc3ccc(C)cc3c(=O)n2-c2ccccc2)cc(OC)c1OC	77	94	96	66	81	106	96	84	87

The last four records of the section before lead into the next:
SMILES	OVCAR-4	OVCAR-5	DU-145	PC-3	U251	SK-OV-3	OVCAR-3	OVCAR-8	SF-295
Nc1ccc(Nc2nccc(-c3ccc(Cl)cc3)n2)cc1	90	98	83	94	nt	112	98	89	96
CC(C)(C)n1cc(-c2ccnc(NCCNS(=O)(=O)c3ccc(Br)cc3)c2)c(-c2cccc(O)c2)n1	43	47	50	25	22	53	39	36	32
CCOC(=O)N1CCN(CCCCl)CC1	109	93	115	102	96	126	119	99	99
COc1cc(NC(=O)CCSc2nc3ccc(C)cc3c(=O)n2-c2ccccc2)cc(OC)c1OC	77	94	96	66	81	106	96	84	87
CCCC(C)(O)C(C)CC (stereo not given)	116	112	113	115	103	105	117	111	111
C=C(C)[C@@H]1CC=C2c3sc(-c4ccc(C(F)(F)F)cc4)nc3C[C@@H](C)[C@]2(C)C1	96	102	104	74	95	99	112	112	98
COc1cc(OC)c(/C=C/C(=O)c2ccc(Nc3ncnc4ccccc34)cc2)c(OC)c1	6.5*	8.1*	-27*	12	-9.0*	-42*	-68*	-44*	-48*
O=c1oc2cccnc2n1Cc1cn(-c2ccc(Cl)cc2Cl)nn1	105	99	117	98	99	93	107	99	100
NN1C(S)N=NC1NNC(=S)Nc1ccc(S(=O)(=O)Nc2ccc(Cl)nn2)cc1 (stereo not given)	108	95	106	96	108	nt	112	96	101
Cc1cc(C)c(N)c(S(=O)(=O)O)c1	99	nt	129	97	98	95	113	104	104
Nc1ccc(-c2nnc(SCc3ccc(O)c4ncccc34)o2)cc1	-1.6*	25	9.7*	0.1*	-6.5*	-15*	7.7*	8.9*	-22*
CCOC(=O)c1cn2c3c(cc(C)cc3c1=O)C(=O)CC2	107	68	115	101	97	86	103	94	96
CCn1cc(C(=O)O)c(=O)c2cc(F)c(N3CCN(S(=O)(=O)c4cccc5ccccc45)CC3)cc21	24	15	19	7.8*	14	16	-6.2*	8.4*	7.7*
COc1ccc2nc(NC(=O)CSC(=S)N3CCN(Cc4ccccc4)CC3)sc2c1	101	104	130	93	107	106	113	105	nt
O=[N+]([O-])c1cccc(-c2nc3sccn3c2-c2ccnc(NCCNS(=O)(=O)c3cccc4ccccc34)n2)c1	83	126	96	70	100	108	100	94	107
COc1ccc(-c2nc(SCC(C)C)nc(N/N=C(/C)c3ccc(Cl)cc3Cl)c2C#N)cc1	100	95	94	87	80	105	105	90	94
Cc1cc(O)c(Cl)cc1Cl	109	113	119	91	97	111	114	103	114
Cc1c(Br)cccc1NC(=O)c1sc2nc3c(cc2c1N)CN(Cc1ccccc1)CC3	28	37	18	32	9.2*	23	-7.9*	14	19
COc1ccc2[nH]c(O)c(N=Nc3nc(-c4ccccc4)cs3)c2c1	-7.1*	53	35	16	-31*	-17*	-2.3*	6.7*	-9.0*
COc1ccc(/C=C/c2nc(N3C(=O)C(Cl)C3c3ccc(Cl)cc3)c3ccccc3n2)cc1 (stereo not given)	92	96	94	92	86	91	96	94	91
Cc1ccnc(-c2cc(C)ccn2)c1	104	85	115	93	102	89	114	99	99
Cc1cc(=O)[nH]c2[nH][nH]c(=O)c12	116	106	126	97	110	111	115	109	109
Fc1cc(C2=NNC(c3ccc[nH]3)C2)ccc1-n1ccc(C(F)(F)F)n1 (stereo not given)	94	97	83	72	78	112	86	89	71
O=C(OCC1OC(O)C(OC(=O)c2ccccc2)C1OC(=O)c1ccccc1)c1ccccc1 (stereo not given)	106	104	102	89	94	98	93	93	94
NS(=O)(=O)c1ccc(CCN2C(=O)/C(=C\c3ccc(F)cc3)C=C2c2ccc(Cl)cc2)cc1	103	98	106	96	92	nt	100	99	99
NS(=O)(=O)c1ccc(N/C=C2\C=NC3C=CC=CC23)cc1 (stereo not given)	93	93	104	87	96	99	nt	99	103
NC(=S)N/N=C/c1ccc(OC(=O)COc2cc(Cl)c(Cl)cc2Cl)cn1	nt	115	36	60	54	100	59	26	134
CCc1oc2ccccc2c1C(=O)c1ccc(OCCN(CC)CC)cc1	92	89	110	84	100	101	113	106	108

5 structures out of the list, ordered by formula weight, low to high:
SMILES	OVCAR-4	OVCAR-5	DU-145	PC-3	U251	SK-OV-3	OVCAR-3	OVCAR-8	SF-295
Cc1cc(=O)[nH]c2[nH][nH]c(=O)c12	116	106	126	97	110	111	115	109	109
Cc1cc(O)c(Cl)cc1Cl	109	113	119	91	97	111	114	103	114
NC(=S)N/N=C/c1ccc(OC(=O)COc2cc(Cl)c(Cl)cc2Cl)cn1	nt	115	36	60	54	100	59	26	134
O=C(OCC1OC(O)C(OC(=O)c2ccccc2)C1OC(=O)c1ccccc1)c1ccccc1 (stereo not given)	106	104	102	89	94	98	93	93	94
COc1ccc(/C=C/c2nc(N3C(=O)C(Cl)C3c3ccc(Cl)cc3)c3ccccc3n2)cc1 (stereo not given)	92	96	94	92	86	91	96	94	91

Remaining list, next part.
SMILES	OVCAR-4	OVCAR-5	DU-145	PC-3	U251	SK-OV-3	OVCAR-3	OVCAR-8	SF-295
COc1ccccc1NCCCOc1cc(O)c2c(=O)cc(-c3ccccc3)oc2c1	94	146	99	110	97	90	120	98	103
O=c1oc2ccc(Br)cc2cc1C1=CSc2ccccc2N=C1	77	99	109	61	84	97	109	100	93
COc1cc(/C=C2/N=C(c3ccccc3)N(C(=O)c3ccc4ccccc4c3)NC2=O)ccc1O	84	91	109	94	109	93	98	102	97
Nc1ncnc2c1ncn2C1OC2COP(O)(=S)OC3C(COP(=O)(O)OC2C1F)OC(n1ccc(=O)[nH]c1=O)C3F (stereo not given)	118	103	98	77	99	98	98	98	96
O=C(Nc1ccc(-c2n[nH]c(=S)n2/N=C/c2c[nH]c3ccccc23)cc1)c1cccnc1	115	99	112	97	101	103	109	99	105
O=C(O)CC1CC(O)CCC1=O (stereo not given)	106	98	123	93	nt	111	118	110	84
O=C(N/N=C/c1cccc2ccccc12)C1CC1	101	100&122	120&128	102&100	100&100	117&108	112&113	98&101	93&118
Cc1cccc(-n2c(C)nc3c(c(C)nn3-c3ccccc3)c2=O)c1	80	95	106	87	nt	90	101	98	93
COc1cc2cc(Oc3ccc(NC(=O)Nc4ccccc4)cc3)c(C)nc2cc1OCCN1CCCCC1	83	119	90	83	21	110	101	46	100
CSc1nc(N)c2c(n1)NC(c1ccc(Cl)cc1)CC(c1ccc3c(c1)OCO3)=N2 (stereo not given)	72	98	101	39	96	86	79	103	87
Cc1ccc(-c2nc(C#N)c(S(=O)(=O)n3nc(-c4ccccc4)cc3N)o2)cc1	114	106	105	101	97	95	18	90	104
COc1cc(-c2ccc(Nc3nc4ccccc4s3)c(OC)c2)ccc1Nc1nc2ccccc2s1	112	116	114	86	100	109	106	100	101
Cc1ccc(C(=O)/C(Cl)=N/O)cc1	98	99	102	98	98	nt	85	102	98
CC(=O)c1ccc(NC(=O)CSc2nnc(-c3cnccn3)n2-c2ccccc2)cc1	118	101	107	89	95	101	97	101	103
Cc1ccc(N2CC(O)CSC2=Nc2ccccc2)cc1 (stereo not given)	73	93	126	97	103	109	104	107	95
Cc1cccc[n+]1CC(=O)c1ccc2ccccc2c1	110	93	111	94	107	113	110	105	99
c1ccc(CCc2ccccn2)nc1	nt	105	100	88	95	107	104	109	100
COc1ccc(C2=NN(/C=C3\SC(=S)N(NC(=O)Cc4ccccc4Nc4c(Cl)cccc4Cl)C3=O)C(c3ccc(Cl)cc3)C2)cc1 (stereo not given)	98	106	102	94	95	96	111	104	95
CCOC(=O)C(NC(C)=O)C(=O)OCC	118	106	123	98	94	107	118	99	109
CC(=O)Oc1cccc(-n2c(O)c(C=Nc3cccnc3)sc2=S)c1	93	93	106	nt	90	90	97	95	93
Nc1cccc(N)n1.[Cu+2]	97	87	105	103	72	75	110	111	106
CCN(CC)CCOCCOC(=O)C1(c2ccccc2)CCCC1	97	nt	112	93	98	107	113	110	103
Cc1cccc(-c2nnc(SCC(=O)Nc3nccs3)n2N2C(=O)CSC2=S)c1	105	100	108	98	101	100	106	100	100
CSc1ncnc2[nH]ncc12	100	121	116	100	107	111	121	100	103
NC(=O)c1cccc(-n2ccc3cc(NC(=O)c4ccc(N5CCOCC5)c(C(F)(F)F)c4)ccc32)n1	47	70	61	34	44	43	49	32	-52*
CC/C(=N\NS(=O)(=O)c1ccc(C)cc1)c1ccccc1	97	109	120	96	nt	100	108	100	94

Assay outcomes (PubChem BioAssay)
